aGal spleen mod = alpha-galactosidase A (human) modulation. human spleen homogenate, 4MU-alpha-Gal fluorescence, 40 min. Potency, µM (top dose mostly 80 µM), without a hit: top-dose activity change, negative = inhibition, usual class: inhibitors. hit rate 0.008% among 240,000. AID 2107;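 also: potency is read from the fitted curve at half-maximal effect; 0% = enzyme with vehicle and -100% = no enzyme basal signal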
Target sequence (P06280 32-429 limits assumed): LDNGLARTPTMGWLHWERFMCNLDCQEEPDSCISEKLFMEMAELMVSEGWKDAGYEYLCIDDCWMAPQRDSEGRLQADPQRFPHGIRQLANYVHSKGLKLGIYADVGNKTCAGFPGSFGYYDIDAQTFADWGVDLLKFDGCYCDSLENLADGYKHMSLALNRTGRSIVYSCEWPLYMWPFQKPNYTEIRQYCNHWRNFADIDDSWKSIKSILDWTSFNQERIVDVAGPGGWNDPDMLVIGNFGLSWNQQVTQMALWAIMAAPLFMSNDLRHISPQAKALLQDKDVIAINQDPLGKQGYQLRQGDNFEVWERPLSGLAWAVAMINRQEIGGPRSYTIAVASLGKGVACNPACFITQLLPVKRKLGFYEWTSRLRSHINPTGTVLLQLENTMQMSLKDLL
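Spleen homogenate 1 ug + cpd (titration) + 4-MU-alpha-D-galactopyranoside 1 mM; 37C 40 min; 50 mM citrate/phosphate pH 5.0, 0.01% Tween-20; stop pH 10; fluorescence 365/440; AC50 via Hill.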
NPSR antag = blocks cAMP signaling of the human neuropeptide S receptor; Q6W5P4; AID 1461; CHO-NPSR cells, cAMP TR-FRET, antagonist mode; Potency, µM (titrated, usually from 38.3 µM), inactives show at the top dose activity change, negative = inhibition, actives largely listed as inhibitors; hit rate 1% among 220,000; also: potency is read from the fitted curve at half-maximal effect; % is scaled to controls: 0 for no effect and ±100 for the full control effect; nearly all actives have a fitted effect of over 50% in size; many of its hits are not listed in these tables
Target sequence (Q6W5P4 whole entry, looked up): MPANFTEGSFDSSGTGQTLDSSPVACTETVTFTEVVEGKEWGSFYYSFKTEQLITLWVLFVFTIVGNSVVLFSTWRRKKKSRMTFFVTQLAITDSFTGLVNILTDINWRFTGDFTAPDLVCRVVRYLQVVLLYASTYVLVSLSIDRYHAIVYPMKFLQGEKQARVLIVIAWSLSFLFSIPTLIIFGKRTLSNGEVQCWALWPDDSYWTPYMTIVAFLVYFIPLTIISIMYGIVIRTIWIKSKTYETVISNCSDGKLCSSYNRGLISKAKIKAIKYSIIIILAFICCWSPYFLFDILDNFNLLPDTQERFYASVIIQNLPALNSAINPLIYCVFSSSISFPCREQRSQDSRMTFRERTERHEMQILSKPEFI
KinaseGlo FLuc = blocks Kinase-Glo luciferase, a counter-screen artifact | Potency, µM (top dose mostly 38.3 µM), inactives show top-dose activity change, negative = inhibition, hits mostly inhibitors | Kinase-Glo luciferase, ATP luminescence, 8 min | hit rate 0.28% among 200,000; also: potency is read from the fitted curve at half-maximal effect; % is scaled to controls: 0 for no effect and ±100 for the full control effect; nearly all actives have a fitted effect of over 60% in size
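Luminescence was the read-out, taken after 8-minute incubation at ambient temperature. Luciferase turned over luciferin with 10 uM ATP in imidazole pH 7.2 buffer containing KCl, MgCl2, Tween 20 and BSA.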
LMNA splice mod = LMNA splicing modulation | HeLa LMNA splicing GFP/RFP minigene ratio, 48 h | Potency, µM (titrated, usually from 46.1 µM), inactives show at the highest dose ratio change, negative = inhibition, usual class: inhibitors | hit rate 0.01% among 200,000 | AID 1487; active = well fitted inhibition curve with a large enough effect in the signal ratio, with a control signal flat, not every such curve was filed as active; inconclusive = small, poorly fitted or top-dose-only effect, or effect the other way, or a change in a side signal; the % refers to the signal ratio; also: potency is read from the fitted curve at half-maximal effect; % is scaled to controls: 0 for no effect and ±100 for the full control effect
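S3 HeLa stable clones carrying a lamin A-EGFP splicing minigene plus DsRed2 were seeded at 600 cells/well in Opti-MEM with 2% FBS, pin-dosed and incubated 48 h at 37°C. Acumen cytometry (488 nm) gave the GFP/RFP total-intensity ratio.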
Epigenetic derep = derepresses silenced GFP reporter in murine cells; murine LDR cells, GFP reporter derepression, 30 h; Potency, µM (series often up to 53.9 µM), for inactives: top-dose GFP activation, usual class: activators; hit rate 0.2% among 280,000; also: potency is read from the fitted curve at half-maximal effect; % of control where 0% means no effect; nearly all actives have a fitted effect of over 60% in size
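Murine LDR cells carrying a silenced, genomically integrated CMV-driven GFP reporter were exposed to compound for 30 hours at 37 C. After PBS washes, GFP-positive cells (20–120 um objects) were counted by laser-scanning microplate cytometry.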
CBFb-RUNX1 inh = inhibitors of human CBF-beta and RUNX1 interaction; Potency, µM (highest dose often 59.8 µM), inactives show at the top dose activity, negative = inhibition, usual class: inhibitors; Q01196+Q13951; 230,000 tested, under 10 active; AID 1477; AlphaScreen CBFb-His/RUNX1-biotin binding, biochemical; also: % of control where 0% means no effect
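Proteins preincubated together for 20 min at RT before compound addition; 15 min later, nickel and streptavidin beads were added and left 90 min prior to AlphaScreen measurement.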
IMPase Li cell = IMPase inhibition in cells with lithium potentiation. Potency, µM (doses to about 59.4 µM), for inactives: at the top dose activity, negative = IMPase inhibition, most hits filed as inhibitors. CHO-M1 cells, IP1 TR-FRET (IP-One), carbachol + lithium. hit rate 0.35% among 210,000;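 also: IP1 builds up when IMPase is blocked and the TR-FRET signal falls; potency is read from the fitted curve at half-maximal effect; plate controls were basal vehicle for no effect and high inhibitor control for full effect; nearly all actives have a fitted effect of over 50% in size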
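CHO cells stably expressing M1 receptor (2000/well) were cultured 16–30 h, then exposed to compounds with a small lithium addition for 30 min at 37C. IP1 was measured by TR-FRET competition; AC50 from Hill fits.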
* marks the source's active call; other numbers are inactive results; ? = inconclusive; nt = not tested or not shown; & = joins results of further samples; [ ] = dose if it differs, or a comment. Unless noted, calls follow the shape of the dose curve; as a rule, active = well fitted curve in the direction sought with a large enough effect; inconclusive = small, poorly fitted or top-dose-only effect, or another doubt; inactive = no such curve, though single readings can be large; an effect the other way counts as inactive or inconclusive. Only part of the results is shown, so the mix of outcomes need not match the whole.

SMILES	aGal spleen mod	NPSR antag	KinaseGlo FLuc	LMNA splice mod	Epigenetic derep	CBFb-RUNX1 inh	IMPase Li cell
CCOc1cc(/C=N/Nc2ccc(C(=O)O)cc2)ccc1OC(=O)c1ccccc1C	6%	-33%	nt	nt	-2.3%	-15%	nt
Cc1nc2cnc(OCc3ccccc3)nc2n(CCC#N)c1=O	0%	nt	-2%	nt	nt	nt	11%
Cc1ccccc1/C=N\NC(=O)c1ccccc1-n1cccc1	-1%	-12%	-1%	?	-7.8%	-2%	-1%
Cc1ccc(C)c(NC(=O)CNS(=O)(=O)c2ccccc2)c1	5%	3%[46.1 µM]	1%	-13%	0.0%	2%	3%[38.3 µM]
CC12CN3CC(C)(CN(C1)C3c1ccc(F)cc1)C2 (stereo not given)	-4%	10%	-4%	nt	0.0%	10%	4%
CCN(CC)c1nc(C)c(C(C)=O)cc1C#N	10%	-8%[46.1 µM]	-2%	7%	-2.9%	27%	30%[activator][38.3 µM]
Cc1ccccc1C(=O)N1CCC(C(=O)Nc2cccc(F)c2)CC1	-1%	-28%[46.1 µM]	-1%	-1%	?	4%	0%[38.3 µM]
COc1cc(C(=O)OCC(=O)NC(=O)C2CCCCC2)ccc1OC(F)F	-11%	8%	2%	3%[46 µM]	-0.3%	4%	-3%
Cc1ccc(-c2nn(-c3ccccc3)cc2CN(Cc2ccccc2)C(=O)CCC(=O)O)o1	-2%	-21%[46.1 µM]	2%	3%	-1.1%	-5%	33%[38.3 µM]
CCOC(=O)C(NC(C)=O)(Nc1ccc(F)cc1)C(F)(F)F (stereo not given)	-3%	4%[46.1 µM]	-1%	17%	-0.8%	-8%	6%[38.3 µM]
COc1ccc(OCCCC(=O)Nc2ccc3c(c2)OCO3)cc1	8%	-8%[46.1 µM]	4%	-2%	-4.3%	5%	8%[38.3 µM]
COc1cc(/C=N/NC(=O)c2cc(-c3c(C)nn(-c4ccccc4)c3C)n[nH]2)ccc1O	-6%	-23%	nt	nt	-0.3%	-2%	20%
CCCCCCCc1cc2ccccc2c(=O)o1	-2%	nt	0%	nt	0.0%	-12%	21%
O=c1c2ccc([N+](=O)[O-])cc2ncn1CCOc1ccccc1	7%	-6%	5%	?	2.3%	-15%	2%
O=C(Cn1nnc2ccccc2c1=O)N1CCOCC1	4%	11%	3%	nt	-0.4%	-2%	3%
CCOC(=O)N1CCN(C(=O)c2cccn3c(=O)c4c5c(sc4nc23)CCCC5)CC1	2%	-32%	9%	nt	-1.2%	11%	3%
COc1ccccc1CN1CCNC(=O)C1CC(=O)NCc1c(C)n[nH]c1C (stereo not given)	1%	21%	-1%	4%[46 µM]	0.0%	18%	9%
Cc1cc(O)ccc1N/C=C(\C#N)c1nc2ccccc2o1	-2%	-2%	-1%	?	-1.0%	5%	15%
COc1ccc(NC(=O)Cn2nnc(-c3ccccc3F)n2)cc1Cl	-4%	0%[46.1 µM]	-3%	-5%	0.0%	15%	2%[38.3 µM]
Cc1ccc(CSc2sc(C(=O)c3ccccc3)c(N)c2C#N)cc1	6%	-28%[46.1 µM]	0%	18%	-3.7%	?	51%[activator][38.3 µM]
Cc1cc(=O)c2n(Cc3ccccc3Cl)nc[n+]2[nH]1	4%	-1%[46.1 µM]	1%	-14%	-2.0%	-12%	-5%
O=C1CC[C@@]23/C=C/C(=O)NCCCCNCCCNC(=O)/C=C/c4ccc(c2c4)OC3C1 (stereo not given in full)	5%	nt	-4%	nt	-0.5%	5%	5%
O=C(Nc1ccc(-n2nncc2-c2ccco2)cc1)c1cc2ccccc2oc1=O	-5%	-10%[46.1 µM]	-2%	?	1.2%	?	-23%[38.3 µM]
O=C(CN1CCCCC1)NCC1(c2ccccc2)CCCC1	5%	11%	-1%	?	4.5%	17%	4%
CC(C)CNC(=O)NC(=O)COC(=O)c1cc(F)cc(F)c1	-1%	1%	0%	2%	-2.5%	3%	-3%
OC[C@H]1O[C@@H](OC[C@H]2O[C@@H](O)[C@H](O)[C@@H](O)[C@@H]2O)[C@H](O)[C@@H](O)[C@@H]1O	-7%	nt	-1%	nt	-4.1%	9%[21.7 µM]	2%
O=C(CCl)Nc1ccc(Sc2ccc(NC(=O)CCl)cc2)cc1	-6%	?	nt	nt	-1.8%	5%	nt
CCC(=O)[C@]12O[C@@]3(C4C(=O)OCCC41)N(Cc1ccccc1)C(C)=C(C(=O)OC)C(c1ccccc1)N3C2=O (stereo not given in full)	-2%[17.5 µM]	nt	nt	nt	4.5%[10.1 µM]	-5%[13.1 µM]	nt
CCn1c(=O)c2cc(C(=O)N3CCN(C)CC3)sc2c2ccccc21	2%	-8%[46.1 µM]	0%	-12%	-0.8%	3%	35%[38.3 µM]
Nc1ccccc1C(=O)NNc1c2ccccc2nc2ccccc12	8%	?	nt	nt	1.3%	?	nt
CNC(=O)c1nc(C)c(C2(C)CC(c3cccc([N+](=O)[O-])c3)=NO2)s1 (stereo not given)	-3%	-7%	nt	nt	-0.1%	8%	nt
O=C(Nc1ccc(Nc2ccccc2)cc1)C1CC1	-4%	-18%[46.1 µM]	-7%	-10%	0.0%	-11%	15%[38.3 µM]
Cc1ccc(S(=O)(=O)Nc2cc(C)c(O)cc2C)cc1	5%	-29%	1%	nt	11%	22%	8%
CCOC(=O)CSc1nc(C(C)C)nc2sc(C)c(C)c12	-13%	57%	-1%	-2%[46 µM]	-1.1%	12%	21%
Cc1ccc(-n2nc3c(c2NC(=O)/C=C\c2ccc4c(c2)OCO4)CSC3)c(C)c1	0%	-22%	-3%	-2%	3.9%	0%[2.36 µM]	8%
CC(=O)Oc1ccc(NC(=O)Cc2ccccc2)cc1	1%	-17%[46.1 µM]	-6%	-5%	0.0%	2%	12%[38.3 µM]
Oc1[nH]c2ccccc2c1C1=NCCCC1	-10%	-21%[46.1 µM]	13%	12%	-2.9%	-2%	-1%[38.3 µM]
Cc1ccc(/C=C/C(=O)Nc2nnc(SCc3ccc(C#N)cc3)s2)o1	-1%	23%	0%	-11%	0.0%	1%	3%
COCCNC(=O)Nc1ccc2nc(-c3cccs3)c(-c3cccs3)nc2c1	0%	-26%[46.1 µM]	-2%	?	-0.8%	29%	29%[38.3 µM]
Cn1cccc1/C=N/N1CCN(Cc2ccccc2)CC1	0%	-27%	nt	nt	1.2%	-4%	nt
Cc1cc(Cn2ccnc2)c(C)cc1Cn1ccnc1	-2%	8%[46.1 µM]	2%	-18%	0.0%	-4%	10%
COC(=O)c1ccc(NC(=O)CSc2nnc(-c3ccncc3)n2C)cc1	6%	5%[46.1 µM]	-5%	?	-3.0%	7%	-21%[38.3 µM]
Cc1ccc(-c2ccc(/C=C(\C#N)C(N)=S)o2)c([N+](=O)[O-])c1	0%	17%	nt	nt	-1.2%	-23%	3%
CN(C)c1ccc(/C=C(\C#N)c2ccccn2)cc1	-10%	4%	7.9µM*	?	0.0%	-27%	4%
Nc1ncc(Br)cc1Br	1%	17%	0%	-3%	-0.9%	6%	-1%
CCOC(=O)c1sc(C)c2c1NC(c1ccc(N(C)C)cc1)NC2=O (stereo not given)	0%	?	nt	?	-1.0%	-10%	nt
CN(C)S(=O)(=O)NCCNc1ccc(C(F)(F)F)cc1[N+](=O)[O-]	6%	11%	1%	?	1.3%	-3%	1%
COc1ccc(-c2cc(C(=O)Nc3c(C)nn(Cc4ccccc4)c3C)no2)cc1	3%	-2%[46.1 µM]	4%	0%	0.0%	4%	-5%[38.3 µM]
Cc1cc(N2CCN(C)CC2)n2cc(-c3ccc(F)cc3)nc2n1	1%	-13%[46.1 µM]	4%	-8%	-4.6%	8%	-3%
COc1ccc(CCNC(=O)C2CCCN(S(C)(=O)=O)C2)cc1OC (stereo not given)	3%	0%[46.1 µM]	-3%	-9%	0.0%	3%	13%[38.3 µM]
Cc1[nH]c2ccccc2c1C(c1ccccn1)c1c(C)[nH]c2ccccc12	-1%	-14%[46.1 µM]	17%	6%	-0.1%	?	26%[38.3 µM]
O=C(O)c1ccccc1-c1ccccc1C(=O)Nc1cccc(Br)c1	0%	-15%	nt	nt	8.1%	-1%	nt
CCN(CC)c1ccc(NC(=O)COC(=O)CCC(=O)c2ccc(F)cc2)cc1	5%	-9%[46.1 µM]	-2%	3%	0.7%	-27%	27%[38.3 µM]
Cc1cc(C)c(NC(=O)CN(c2ccccc2)S(=O)(=O)N(C)C)c(C)c1	2%	3%[46.1 µM]	-3%	16%	-0.1%&-2.4%	-6%	26%[38.3 µM]
COc1cc(N/C(N)=N/c2nc(C)cc(C)n2)c(OC)cc1Cl	-8%	7%	0%	-21%[46 µM]	1.0%	6%	15%
O=C(/C=C/c1ccc([N+](=O)[O-])cc1)NCCc1ccccc1	-6%	4%	-4%	-8%[46 µM]	-1.3%	-1%	3%
CCn1nc(NC(=O)c2cccs2)c2cc3ccccc3nc21	10%	-12%	3%	?	-3.5%	?	4%
COc1ccccc1Cn1cnc2cccnc21	-5%	7%[46.1 µM]	-3%	6%	0.0%	5%	28%[38.3 µM]
CCCCNC(=O)C1CCN(C/C(C)=C/c2ccccc2)CC1	0%	-3%[46.1 µM]	1%	3%	8.3%	10%	7%[38.3 µM]
COc1ccc(N2C(=S)N=C(Nc3cccc(C)c3)C23CCCCC3)cc1	5%	-12%	2%	?	2.3%	1%	5%

The final 2 entries of the part before come first, to join the parts:
SMILES	aGal spleen mod	NPSR antag	KinaseGlo FLuc	LMNA splice mod	Epigenetic derep	CBFb-RUNX1 inh	IMPase Li cell
CCCCNC(=O)C1CCN(C/C(C)=C/c2ccccc2)CC1	0%	-3%[46.1 µM]	1%	3%	8.3%	10%	7%[38.3 µM]
COc1ccc(N2C(=S)N=C(Nc3cccc(C)c3)C23CCCCC3)cc1	5%	-12%	2%	?	2.3%	1%	5%
CCc1cc(=O)oc2cc(OCC(=O)N3CCc4ccccc43)ccc12	15%	3%[46.1 µM]	-2%	2%	1.9%	3%	4%[38.3 µM]
Cc1nc2ccccc2cc1C(=O)N/N=C/c1cccs1	-8%	3%	1%	-7%	-0.9%	7%	6%
CCNc1c([N+](=O)[O-])ncn1C	-1%	7%[46.1 µM]	-6%	5%	2.1%	3%	28%[38.3 µM]
COc1cc(OC)cc(-n2c3nc4ccccc4nc3c3c(=O)n(CC4CCCO4)cnc32)c1 (stereo not given)	9%	-9%[46.1 µM]	-8%	4%	-0.2%	7%	-12%[38.3 µM]

High-throughput results deposited in PubChem BioAssay by National Center for Advancing Translational Sciences (NCATS).
